Apaf-1 inh – blocks human Apaf-1 apoptosome activity; O14727; reconstituted apoptosome caspase-3 activity, DEVD-Rh110 fluorescence; inhibition, % at 20 µM; 330,000 tested, 0.71% active; AID 489030; active = inhibition of at least 40% at 20 µM;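 also: plate controls were DMSO wells for no effect and DEVD-CHO caspase inhibitor wells for full effect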
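Material: reconstituted apoptosome with Apaf-1, cytochrome c, caspase-9, procaspase-3, dATP. Technique: Rh110 fluorescence intensity. Buffer or medium: pH 7.5 Hepes buffer with CHAPS, BSA, DTT. Times: 30 min plus 50 min, RT.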
Jurkat NFkB inh – lowers PMA/ionomycin-induced NF-kB signal in Jurkat cells. inhibition, % at 4 µM. 330,000 tested, 0.53% active. PMA/ionomycin-induced NF-kB luciferase reporter, luminescence
SENP7 block – inhibitors of human SENP7 protease | Q9BQF6 | recombinant SENP7, Z-RLRGG-aminoluciferin luminescence, 40 min | inhibition, % at 5 µM | 330,000 tested, 1.5% active;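 active = inhibition above about 50% at the single test dose, limit read from the data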;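 also: plate controls were DMSO with enzyme for no effect and no enzyme buffer wells for full effect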
Target sequence (Q9BQF6 706-1050 limits assumed): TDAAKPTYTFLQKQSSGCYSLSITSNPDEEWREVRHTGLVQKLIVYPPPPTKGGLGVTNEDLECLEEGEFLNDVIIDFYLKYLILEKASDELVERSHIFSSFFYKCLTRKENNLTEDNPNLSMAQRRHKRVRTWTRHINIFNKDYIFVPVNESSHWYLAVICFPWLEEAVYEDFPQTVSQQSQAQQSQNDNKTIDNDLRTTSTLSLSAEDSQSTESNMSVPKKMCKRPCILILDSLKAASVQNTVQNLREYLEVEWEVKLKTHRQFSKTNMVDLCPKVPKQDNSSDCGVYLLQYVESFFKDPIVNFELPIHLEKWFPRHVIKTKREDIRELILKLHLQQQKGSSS
Gli-Sufu block – blocks Gli-Sufu signaling in a luciferase reporter | Sufu-KO-LIGHT fibroblasts, Gli luciferase reporter luminescence | inhibition, % at 5 µM | 340,000 tested, 0.74% active | AID 588413;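 active = inhibition above about 55%, limit read from the data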;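 also: 0% = DMSO-treated cells and 100% = wells with medium but no cells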
UBC13 inh – blocks human UBC13 polyubiquitin chain formation; P61088; TR-FRET; inhibition, % at 20 µM; 330,000 tested, 0.47% active; AID 485273; in the data active = inhibition above about 45%, passing the limit was not always enough; inconclusive = no clear call, values can overlap the other calls
Target sequence (P61088 whole entry, looked up): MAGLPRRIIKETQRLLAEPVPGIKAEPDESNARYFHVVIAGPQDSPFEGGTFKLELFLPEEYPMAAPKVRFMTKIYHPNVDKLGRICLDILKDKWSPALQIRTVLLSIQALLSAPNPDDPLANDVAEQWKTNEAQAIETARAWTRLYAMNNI
HKDC1 inh – HKDC1 (human) hexokinase inhibition; Q2TB90; recombinant HKDC1, G6PDH/diaphorase resazurin coupled fluorescence; inhibition, % at 20 µM; 340,000 tested, 0.16% active;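 active = inhibition above about 35% when tested at 20 µM, limit read from the data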;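 also: plate controls were DMSO wells with enzyme for no effect and DMSO wells lacking enzyme for full effect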
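test system = in-house recombinant HK5 (HKDC1) enzyme | amount = HKDC1 at 5 µg/mL | control set = DMSO-enzyme wells negative, buffer-substituted wells positive | compound = one dose of 20 µM, 1% DMSO | schedule = reaction time 90 min, room temperature, protected from light | technique = resorufin fluorescence at 613 nm | reagent = glucose with 1 mM ATP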
SENP8 block – blocks the human protease SENP8; purified SENP8, Z-RLRGG-aminoluciferin cleavage, luminescence; 330,000 tested, 1.2% active; Q96LD8; inhibition, % at 10 µM
Target sequence (Q96LD8 whole entry, looked up): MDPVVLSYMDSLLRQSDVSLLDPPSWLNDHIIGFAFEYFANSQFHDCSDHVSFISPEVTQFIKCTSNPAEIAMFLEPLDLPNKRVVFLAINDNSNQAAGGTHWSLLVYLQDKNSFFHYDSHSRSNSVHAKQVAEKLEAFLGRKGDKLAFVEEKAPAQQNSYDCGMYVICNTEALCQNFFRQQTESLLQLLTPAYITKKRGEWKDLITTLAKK
697 NFkB inh – lowers PMA/ionomycin-induced NF-kB signal in 697 B cells. 697 B-cell NF-kB luciferase reporter, 16 h. inhibition, % at 4 µM. 330,000 tested, 0.33% active; in the data active = inhibition above about 35%
* = called active by the depositor; ? = inconclusive; · = no result given. Rule as the data show it, unless noted: active = inhibition above about 50%; inactive = the rest. No enrichment for hits; 3.6% or so of the library scored in one or more.

structure | Apaf-1 inh | Jurkat NFkB inh | SENP7 block | Gli-Sufu block | UBC13 inh | HKDC1 inh | SENP8 block | 697 NFkB inh
CCCn1nc(NC(=O)c2ccncc2)c2cc3ccccc3nc21 | -2 | -1 | 0 | -4 | 2 | 0 | 0 | 6
CCOC(=O)c1cnc(SC)nc1NCCOC | 4 | -1 | -3 | -5 | -16 | -10 | -10 | -41
CC(C)CC(c1nnnn1C1CCCCC1)N1CCN(c2ncccn2)CC1 (centres undefined) | 15 | -14 | -6 | 2 | -12 | 7 | -3 | -47
C[C@@H]1COC(=O)[C@H](Cc2ccc(F)cc2)C/C=C\C[C@@H](CC(=O)NCCO)C(=O)N1 | 2 | 1 | 6 | -5 | 8 | -7 | -6 | 8
COc1ccc(S(=O)(=O)N2CCC3(CC2)OCCN3S(=O)(=O)c2c(C)cc(C)cc2C)cc1 | 15 | 16 | 2 | 33 | 0 | 3 | -6 | -1
COc1ccc(S(=O)(=O)Nc2cccc(-c3ccc(N4CCCCCC4)nn3)c2)cc1OC | 16 | -11 | -8 | -4 | -2 | 7 | -7 | -42
O=P(O)(CN1CCCCCC1)C1Cc2ccccc2C1 | -4 | -23 | 13 | · | -8 | · | -13 | -7
CCc1ccc(C(=O)COC(=O)c2nn(C)c(=O)c3ccccc23)cc1 | 17 | -2 | -3 | -3 | -9 | -3 | -19 | -13
NS(=O)(=O)c1cc2c(cc1Cl)NC(C(Cl)Cl)NS2(=O)=O (centres undefined) | -18 | 4 | 2 | 13 | 5 | 1 | 3 | 18
COc1cc(C(=O)NC2CC(C)(C)CC(C)(C)C2)ccc1OC1CCN(C(C)=O)CC1 | -5 | -1 | 1 | 36 | ? | -6 | -1 | -12
COc1ccc(NC(=O)c2cc(=O)[nH]c(=O)[nH]2)cc1S(=O)(=O)Nc1ccccc1Cl | -6 | 9 | -5 | -2 | 6 | -1 | 1 | 17
Cc1c(NC(=O)CCSc2ccc(Cl)cc2)c(=O)n(-c2ccccc2)n1C | -25 | -1 | 1 | 2 | -1 | -5 | 0 | 5
CCOC(=O)c1cc(S(=O)(=O)Nc2ccc(F)cc2F)cn1C | -6 | 0 | 9 | -9 | -3 | -3 | -6 | 0
CCc1ccc(NC(=O)CC2C(=O)N(c3ccc(C)cc3)C(=O)N2C2CC2)cc1 (centres undefined) | -2 | 5 | 5 | 0 | 8 | 0 | -4 | 10
O=C(c1ccccc1)C(CCC(CN1CCOCC1)C(=O)c1ccccc1)CN1CCOCC1 (centres undefined) | -16 | 24 | -7 | 0 | -2 | 0 | 2 | 3

structure | Apaf-1 inh | Jurkat NFkB inh | SENP7 block | Gli-Sufu block | UBC13 inh | HKDC1 inh | SENP8 block | 697 NFkB inh
Cc1cc(C)c(NC(=O)CC(=O)c2ccccc2)c(Cl)c1 | 21 | 5 | -7 | -23 | 2 | -3 | -5 | -32
O=C(COC(=O)c1cc[n+]([O-])cc1)NCC12CC3CC(CC(C3)C1)C2 | 3 | 2 | 0 | -6 | -4 | -4 | -9 | -6
Cc1cccc(C)c1OCc1cc(C(=O)N2CCCC2c2nonc2C)no1 (centres undefined) | 14 | -4 | -13 | -9 | 2 | 0 | -6 | -7
Cc1ccc(C)c(NC(=S)c2nc3ccccc3s2)c1 | 13 | -16 | -14 | -54 | 1 | 4 | -18 | -24
O=C(c1cccc(N2CCCC2=O)c1)N1CCN(c2cccc(Cl)c2)CC1 | 1 | 53* | 22 | 7 | -7 | -4 | -3 | -65
O=C(NCc1ccccn1)c1ccc(CNS(=O)(=O)c2ccc(F)cc2)cc1 | -15 | -17 | 2 | -9 | -6 | 13 | 2 | -10
c1ccc(CN2CN=C(Nc3nc4ccccc4s3)NC2)cc1 | 17 | -9 | 6 | 0 | 11 | -2 | 4 | 4
CCCNC(=O)COC(=O)C1CCN(S(=O)(=O)c2ccc3c(c2)OCCO3)CC1 | 6 | -12 | -4 | -9 | -8 | 1 | -10 | 7
O=C1CN(S(=O)(=O)c2cc(C(=O)O)ccc2Cl)c2ccccc2N1 | 5 | 5 | -5 | -10 | 0 | -1 | 2 | 8
c1ccc(C[n+]2ccc3ccccc3c2)cc1 | 0 | -5 | -4 | 0 | -11 | -5 | -2 | -25
Cc1ccc(Nc2c(-c3ccc(N4CCOCC4)cc3)nc3ncccn23)cc1C | 12 | 2 | 8 | -23 | 0 | 3 | -2 | 22
NCCCC[C@@H]1NC(=O)c2cc([N+](=O)[O-])cc(I)c2SC[C@@H](C(N)=O)NC(=O)[C@H](CCC(N)=O)NC1=O | 9 | -10 | 10 | -2 | -9 | -1 | -12 | -6
O=C(O)CC(C(=O)Nc1ccc(Cl)cc1Cl)C1CCCO1 (centres undefined) | 1 | -21 | -7 | 3 | -3 | -3 | -7 | 8
COc1ccc(S(=O)(=O)N2CCN(C)CC2)c2ccccc12 | 9 | 0 | 7 | -10 | 5 | 6 | 11 | 13
Cn1ncc(Br)c1C(=O)Nc1ccc(F)cc1F | 4 | -6 | 1 | -5 | 4 | -1 | 1 | -10

structure | Apaf-1 inh | Jurkat NFkB inh | SENP7 block | Gli-Sufu block | UBC13 inh | HKDC1 inh | SENP8 block | 697 NFkB inh
CC(C)(C)OC(=O)N1CCN(C(=O)Nc2ccc3c(c2)OCCO3)CC1 | 4 | -4 | -11 | -7 | -15 | 2 | -8 | -12
O=C(NCc1ccccc1)Nc1cccn(Cc2c(F)cccc2Cl)c1=O | 13 | 10 | 16 | -5 | -13 | 13 | -10 | 0
Cc1cc(=O)[nH]c(NCc2ccccc2)n1 | 1 | 9 | -9 | 4 | -7 | -6 | -7 | 7
CC1CC1C(=O)Nc1ccc(-c2ccccc2)cc1 (centres undefined) | -12 | -119 | 2 | -62 | 1 | -8 | -4 | -67
O=C(Nc1ccc(-c2nc3ccccc3[nH]2)cc1)c1cccc(N2C(=O)CCC2=O)c1 | 8 | 12 | 3 | -4 | 10 | -13 | 7 | 0
CCc1ccc(C(=O)CSc2n[nH]c(-c3ccncc3)n2)cc1 | -4 | 13 | 3 | -3 | 4 | -6 | -5 | -7
COc1ccc(Cl)cc1N(CC(=O)Nc1ccccc1SC)S(C)(=O)=O | 9 | -13 | -8 | -1 | -16 | -8 | -7 | -16
Cc1ccc(C)c(NS(=O)(=O)c2ccc(-c3cnc(C4CC4)o3)cc2)c1 | 19 | 61* | -5 | 48 | -2 | 2 | -2 | -211
Cn1cc(S(=O)(=O)N2CCCC2)cc1C(=O)NCc1ccccc1 | -15 | -1 | 2 | -4 | -5 | -5 | 11 | 5
O=C(NCc1ccc(F)cc1)C1CCC(CNS(=O)(=O)c2ccccc2)CC1 (centres undefined) | 7 | 13 | 12 | 5 | -2 | -2 | -1 | 12
O=S(=O)(Nc1nc2ccccc2nc1Cl)c1ccc(Br)cc1 | -2 | 10 | -6 | -6 | -9 | 10 | 6 | -1
CC(C)c1ccc(NC(=O)CCC(=O)NCc2ccco2)cc1 | -12 | -6 | -9 | -10 | 7 | -4 | -7 | -8
CCn1cc(-c2cc(C(=O)O)c3ccccc3n2)c(C)n1 | -1 | 10 | -2 | -7 | 18 | -7 | -12 | -11
O=C(Oc1ccccc1)n1c(=S)oc2ccccc21 | -1 | -4 | 1 | 1 | 2 | 17 | -8 | 0
CCCc1cc(-c2ccc3c(c2)COc2c4ccccc4nn2-3)on1 | -3 | -201 | 91* | -54 | 13 | 0 | 89* | -238

A section of the results above:
structure | Apaf-1 inh | Jurkat NFkB inh | SENP7 block | Gli-Sufu block | UBC13 inh | HKDC1 inh | SENP8 block | 697 NFkB inh
CC(C)(C)OC(=O)N1CCN(C(=O)Nc2ccc3c(c2)OCCO3)CC1 | 4 | -4 | -11 | -7 | -15 | 2 | -8 | -12
O=C(NCc1ccccc1)Nc1cccn(Cc2c(F)cccc2Cl)c1=O | 13 | 10 | 16 | -5 | -13 | 13 | -10 | 0
Cc1cc(=O)[nH]c(NCc2ccccc2)n1 | 1 | 9 | -9 | 4 | -7 | -6 | -7 | 7
CC1CC1C(=O)Nc1ccc(-c2ccccc2)cc1 (centres undefined) | -12 | -119 | 2 | -62 | 1 | -8 | -4 | -67
O=C(Nc1ccc(-c2nc3ccccc3[nH]2)cc1)c1cccc(N2C(=O)CCC2=O)c1 | 8 | 12 | 3 | -4 | 10 | -13 | 7 | 0
CCc1ccc(C(=O)CSc2n[nH]c(-c3ccncc3)n2)cc1 | -4 | 13 | 3 | -3 | 4 | -6 | -5 | -7
COc1ccc(Cl)cc1N(CC(=O)Nc1ccccc1SC)S(C)(=O)=O | 9 | -13 | -8 | -1 | -16 | -8 | -7 | -16

The results go on.
structure | Apaf-1 inh | Jurkat NFkB inh | SENP7 block | Gli-Sufu block | UBC13 inh | HKDC1 inh | SENP8 block | 697 NFkB inh
NC(=O)[C@@H]1CC2(CC(c3cccc(NC(=O)[C@@H]4CCC(=O)N4)c3)=NO2)CN1C(=O)Cc1ccc([N+](=O)[O-])cc1 (some centres undefined) | 8 | 1 | -12 | -11 | -1 | -2 | -12 | -3
CSc1nc2ccccc2n1C(=O)NC1CCCCC1 | -6 | -6 | -3 | -6 | 1 | -2 | -9 | -2
CCCNC(=O)COC(=O)c1n[nH]c2ccccc12 | -6 | 3 | 8 | 35 | -6 | -5 | 4 | -3
Cc1cc(C(=O)NC2CC(C)(C)Cc3c2cnn3-c2cccc(F)c2)nn1C (centres undefined) | -5 | 10 | 9 | 18 | -8 | 0 | -8 | -36
COC(=O)c1ccccc1NC(=O)CSc1nnc(-c2ccc(OC)cc2)n1C | -1 | -20 | -7 | -1 | 0 | 1 | -12 | 7
O=C(Nc1ccc2c(c1)OCCO2)N1CCOCC1 | -9 | -2 | 13 | -19 | -4 | -1 | -6 | -3
CC1(C)NC(=O)N(CC(O)Cn2nnc3ccccc32)C1=O (centres undefined) | -17 | 17 | 3 | 0 | -4 | 1 | 5 | 6
COc1cc(/C=N/Nc2cccc(C)c2)ccc1OC(=O)c1ccco1 | -1 | 2 | -6 | -14 | -19 | -5 | -5 | 11
CCOc1ccc(N(CC(=O)NCCCOC)S(C)(=O)=O)cc1 | 3 | -2 | -5 | 35 | -2 | -7 | -13 | -4
Cc1c(C(=O)NCc2ccc(F)cc2)c(-c2ccccc2)nn1-c1ccccc1 | 7 | 2 | 4 | 9 | 6 | -3 | -3 | 16
OC(CNCc1ccc(F)cc1)(c1ccccc1)c1ccc(F)cc1 (centres undefined) | 2 | -8 | -1 | 2 | 8 | 3 | 4 | 2

Some values from the entries so far:
CC1(C)NC(=O)N(CC(O)Cn2nnc3ccccc32)C1=O (centres undefined) – Gli-Sufu block: 0
O=C(Nc1ccc2c(c1)OCCO2)N1CCOCC1 – HKDC1 inh: -1
CSc1nc2ccccc2n1C(=O)NC1CCCCC1 – UBC13 inh: 1
